Source: PubChem BioAssay
PLK1 PBD block: blocks phosphopeptide binding to human PLK1 polo-box domain. P53350. Plk1 PBD binding of FITC phosphopeptide, fluorescence polarization. Potency, µM, for inactives: max response, negative = inhibition, hits mostly inhibitors. actives 2.8% (n = 360,000). AID 720504; also: potency is read from the fitted curve at half-maximal effect; series mostly up to about 57 µM; % is scaled to controls: 0 for no effect and ±100 for the full control effect; nearly all actives have a fitted effect of over 65% in size
Target sequence (P53350 whole entry, looked up, the tested form may be a part): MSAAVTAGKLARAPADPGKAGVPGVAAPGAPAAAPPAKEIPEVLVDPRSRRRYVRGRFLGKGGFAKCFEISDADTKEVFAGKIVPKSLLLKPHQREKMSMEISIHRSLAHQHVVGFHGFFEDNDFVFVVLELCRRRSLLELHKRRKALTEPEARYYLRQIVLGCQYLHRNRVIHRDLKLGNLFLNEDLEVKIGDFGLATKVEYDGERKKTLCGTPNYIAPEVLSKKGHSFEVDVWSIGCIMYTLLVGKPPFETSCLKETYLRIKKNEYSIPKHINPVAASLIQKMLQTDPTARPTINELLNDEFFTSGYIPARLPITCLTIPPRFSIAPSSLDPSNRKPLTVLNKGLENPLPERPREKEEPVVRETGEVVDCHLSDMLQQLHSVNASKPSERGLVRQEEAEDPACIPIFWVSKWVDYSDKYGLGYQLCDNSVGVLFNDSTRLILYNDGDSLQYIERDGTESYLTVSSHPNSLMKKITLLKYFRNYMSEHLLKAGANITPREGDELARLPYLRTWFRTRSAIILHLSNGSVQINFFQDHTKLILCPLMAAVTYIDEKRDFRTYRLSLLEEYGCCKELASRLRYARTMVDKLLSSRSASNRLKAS
IL-2 act: IL-2 activation. IL-2 activation reporter assay, cell-based qHTS; stimulated with anti-CD3/CD4/CD28 beads; in transgenic mouse T cells. activation, % (series mostly up to about 46 µM). actives 0.065% (n = 360,000). AID 652025; in the data active = activation above about 50%; inconclusive = mostly about 30% to 49%; also: 0% is about no effect
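EGFP and DsRed fluorescence is measured by plate cytometry in unstimulated transgenic mouse T cells exposed to compound for 60 minutes, then stimulated 18 hours at 37 degrees C with anti-CD3/anti-CD4 beads plus anti-CD28.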
GLP1R ag: GLP-1 receptor (human) agonism; HEK293 GLP-1R CRE-luciferase, luminescence, 4-6 h; cells express a hypersensitive GLP-1R form; Potency, µM (highest dose often 45.6 µM), inactives show top-dose activation, actives largely listed as activators; actives 0.007% (n = 380,000); AID 624172; also: potency is read from the fitted curve at half-maximal effect; % of control where 0% means no effect
GLP1R inv ag: GLP-1 receptor (human) inverse agonism | Potency, µM (titrated, usually from 38.3 µM), inactives show top-dose activity change, negative = inhibition, most hits filed as inhibitors | actives 1.6% (n = 410,000) | HEK293 GLP-1R CRE-luciferase, luminescence, 24 h; GLP-1R form is constitutively active; also: potency is read from the fitted curve at half-maximal effect; % is scaled to controls: 0 for no effect and ±100 for the full control effect; nearly all actives have a fitted effect of over 55% in size
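qHTS in 1536-well format: reporter HEK293 cells expressing constitutive GLP-1R activity in DMEM + 10% Nu serum, 24 hr with compounds at 37 deg C, luminescence read after 12 min with detection reagent.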
DRD3 agonist: activates the human D3 dopamine receptor. AID 652048. D3R DiscoveRx beta-arrestin cells, luminescence, 90 min. P35462. actives 0.58% (n = 410,000). max activation, %; in the data active = max activation above about 30%; also: 0% is about no effect; mostly tested at two doses, the higher about 12 µM
Target sequence (P35462 whole entry, looked up): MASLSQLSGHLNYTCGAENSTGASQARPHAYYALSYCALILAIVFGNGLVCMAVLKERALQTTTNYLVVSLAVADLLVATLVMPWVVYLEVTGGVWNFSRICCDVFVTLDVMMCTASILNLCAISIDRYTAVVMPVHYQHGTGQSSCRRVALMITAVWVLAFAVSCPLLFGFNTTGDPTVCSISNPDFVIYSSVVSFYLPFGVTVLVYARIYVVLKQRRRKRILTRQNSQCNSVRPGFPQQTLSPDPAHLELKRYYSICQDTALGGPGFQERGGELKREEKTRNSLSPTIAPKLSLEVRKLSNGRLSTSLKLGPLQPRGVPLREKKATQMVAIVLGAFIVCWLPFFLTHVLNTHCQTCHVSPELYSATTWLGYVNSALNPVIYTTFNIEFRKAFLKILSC
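Cells at 1500/well, incubated overnight, then treated with pinned compounds (dopamine as control) for 90 min at 37 degrees C. DiscoveRx reagent added for 30 - 60 minutes at room temperature; luminescence read.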
WRN inhibitor: inhibitors of human WRN helicase. actives 0.46% (n = 360,000). WRN helicase unwinding, fluorescent forked duplex, kinetic. Q14191. Potency, µM (top dose mostly 114 µM), for the others: at the top dose activity change, negative = inhibition, usual class: inhibitors; also: potency is read from the fitted curve at half-maximal effect; % is scaled to controls: 0 for no effect and ±100 for the full control effect; nearly all actives have a fitted effect of over 55% in size
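Enzyme (20 nM final) and test compound sit together 15 min at room temperature before substrate addition. Substrate is a single-forked duplex oligonucleotide (100 nM) labelled with fluorophore and quencher, with 2 mM ATP; helicase unwinding raises red fluorescence, read kinetically.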
DRD3 antagonist: antagonists of human D3 dopamine receptor. D3R cells, DiscoveRx beta-arrestin luminescence, antagonist mode; hits give low values. max response, negative = inhibition, %. actives 2.5% (n = 360,000). AID 652054; in the data active = max response below about -50%; inconclusive = no clear call, values can overlap the other calls; also: % is scaled to controls: 0 for no effect and ±100 for the full control effect; mostly tested at two doses, the higher about 12 µM
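Cells expressing the human receptor were seeded at 1500 cells/well, incubated overnight at 37 degrees C in 5% CO2, then exposed to library compounds with dopamine controls for 90 minutes at 37 degrees C before luminescent detection.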
PI5P4Ka inh: inhibitors of human PI5P4K alpha; P48426; PI5P4Kalpha enzyme, ADP-Glo luminescence, 60 min; hits give low values; max response, %; actives 1.2% (n = 330,000); AID 652105; active = max response of -50% or lower; inconclusive = between -30% and -50%; inactive = -30% or higher; also: value at the top dose of about 77 µM; % is scaled to controls: 0 for no effect and ±100 for the full control effect
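ADP-Glo luminescence end-point after a 60 min room-temperature kinase reaction. PI5P4Kalpha and substrate in HEPES pH 7.4 buffer with EGTA, 0.1% CHAPS and 5% DMSO; ATP at 5 microM final.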
GLP1R cytotox: cytotoxicity counter-screen for GLP-1 receptor inverse agonists. actives 0.13% (n = 410,000). Potency, µM (highest dose often 38.3 µM), inactives show top-dose activity change, negative = inhibition, usual class: inhibitors. HEK293 cAMP-luciferase reporter cells, luminescence, 24 h;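 also: loss of luciferase light is scored as toxicity; potency is read from the fitted curve at half-maximal effect; % is scaled to controls: 0 for no effect and ±100 for the full control effect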
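To flag toxic compounds, the library was rerun on cells for 24 hr at 37 deg C and 5% CO2. Viability-linked luminescence was captured 12 min after adding luciferase detection reagent.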
* hit, by the source's call; ? = inconclusive; . = no result given; [ ] = dose if it differs, or a comment. Unless noted, calls follow the shape of the dose curve; as a rule, active = well fitted curve in the direction sought with a large enough effect; inconclusive = small, poorly fitted or top-dose-only effect, or another doubt; inactive = no such curve, though single readings can be large; an effect the other way counts as inactive or inconclusive. Compounds were not picked by outcome; 7.8% or so of the library scored in one or more.

SMILES | PLK1 PBD block | IL-2 act | GLP1R ag | GLP1R inv ag | DRD3 agonist | WRN inhibitor | DRD3 antagonist | PI5P4Ka inh | GLP1R cytotox
CC(NC(=O)c1cc(F)c(F)cc1Cl)C1CC2CCC1C2 (stereo not drawn) | -12% | 0.9 | 14% | ? | -2 | 7% | 10 | 0 | 16%
COc1ccc(CN(C)C(=O)c2cccc(NS(=O)(=O)c3ccccc3)c2)c(OC)c1 | 5% | -3.7 | 8% | 9% | 4 | 2% | 1 | -4 | -2%
Cc1occc1-c1nnc(SCC(=O)Nc2ccccc2-c2ccccc2)n1C | -7% | -3.1 | 0% | -9% | -4 | -6% | -57* | -10 | -6%
CCc1ccc(N2C=C(C(=O)OC)C(c3cccc4ccccc34)C(C#N)=C2N)cc1 (stereo not drawn) | -2% | -0.5 | . | 1µM* | 2 | -18% | -1 | -3 | -13%
Cc1nc2cc(-c3ccc(Cl)cc3)nn2c(C)c1CCC(=O)N1CCN(c2ccccc2)CC1 | . | . | 1% | -4% | -10 | . | . | . | 23%
COc1cccc(OC)c1C(=O)Nc1cc(C)nn1-c1nc2ccccc2[nH]1 | -6% | -2.5 | 6% | 28% | -4 | 1% | 1 | -5 | 14%
CCS(=O)(=O)Nc1cc2c3c(c1)CCN3C(=O)CC2 | -1% | 1.2 | 14% | 8% | -4 | 3%[11.6 µM] | 20 | 0 | -1%
COc1cc(OC)cc(C(=O)Nc2cccc3cccnc23)c1 | -2% | 0.9 | 22% | 5% | 10 | -2% | 18 | -4 | -1%
COc1ccc(Cl)c(NC(=O)NCCN2CCN(c3ccccc3)CC2)c1 | 2% | -0.2 | 2% | ? | -7 | 7% | ? | 13 | 7%
CCc1nnc(NS(=O)(=O)c2ccc(NS(=O)(=O)c3ccccc3[N+](=O)[O-])cc2)s1 | 24µM* | -2.3 | -1% | 1% | -7 | -7%[57.1 µM] | -25 | -19 | 5%
O=[N+]([O-])c1ccc(-c2nnc(CNC3CCCC3)o2)cc1 | -6% | -0.2 | 7% | 2% | 0 | -3% | 8 | 3 | 1%
CC1CCN(C(c2nnnn2CCc2ccccc2)C(C)C)CC1 (stereo not drawn) | -15% | 0.0 | 0% | ? | -4 | -16% | -22 | -1 | 9%

A few values from above:
CCc1nnc(NS(=O)(=O)c2ccc(NS(=O)(=O)c3ccccc3[N+](=O)[O-])cc2)s1 in PLK1 PBD block → 24µM*
Cc1occc1-c1nnc(SCC(=O)Nc2ccccc2-c2ccccc2)n1C in PI5P4Ka inh → -10
COc1ccc(CN(C)C(=O)c2cccc(NS(=O)(=O)c3ccccc3)c2)c(OC)c1 in WRN inhibitor → 2%
COc1cc(OC)cc(C(=O)Nc2cccc3cccnc23)c1 in PI5P4Ka inh → -4
CC(NC(=O)c1cc(F)c(F)cc1Cl)C1CC2CCC1C2 (stereo not drawn) in DRD3 antagonist → 10
O=[N+]([O-])c1ccc(-c2nnc(CNC3CCCC3)o2)cc1 in PI5P4Ka inh → 3

(further entries)
SMILES | PLK1 PBD block | IL-2 act | GLP1R ag | GLP1R inv ag | DRD3 agonist | WRN inhibitor | DRD3 antagonist | PI5P4Ka inh | GLP1R cytotox
Nc1cc(=O)[nH]c(SCc2nnnn2-c2ccc(Cl)cc2)n1 | -1% | -1.7 | -13% | 16% | 6 | -3% | 10 | 6 | 9%
CCc1ccccc1OCc1nc2ccc(S(=O)(=O)N3CCOCC3)cc2[nH]1 | ? | -1.1 | -1% | -8% | -2 | -8% | -56* | 9 | -5%
O=C(NCC1OCCCN1S(=O)(=O)c1cc(F)ccc1F)C(=O)NC1CCCCCC1 (stereo not drawn) | -9% | 0.2 | -3% | 14% | -3 | 2% | 5 | -1 | 6%
O=c1[nH]c2ccc(NC(=S)NC3CCCCC3)cc2[nH]1 | -20% | -0.2 | 1% | ? | -4 | -7% | -16 | 0 | -2%
COc1ccc2nc(-c3cccc(N)c3)[nH]c2c1 | -4% | 1.6 | -14% | -15% | -11 | -29% | -16 | -17 | 13%
O=C(NCCCCc1ccccc1)c1cccc([N+](=O)[O-])c1 | -10% | 0.2 | 8% | ? | -6 | -2% | -21 | 2 | 4%
CCOC(=O)Cc1csc(NC(=O)c2csc(C)c2)n1 | -3% | -0.3 | 29% | 25% | 0 | 1% | 22 | . | 16%
N#CCSc1nc2ccccc2c(=O)n1CCC(=O)NC1CCCCC1 | -6% | -1.1 | 1% | 9% | -2 | 5% | 17 | . | -11%
CCOC(=O)CC(NC(=O)CCc1c(C)nc2cc(-c3ccccc3)nn2c1C)c1ccc(C)cc1 (stereo not drawn) | . | . | -2% | ? | -13 | . | . | . | -1%
CCN(CC)CCn1c(/N=C/c2cc(Br)ccc2O)nc2ccccc21 | 3% | -3.9 | 0% | -1% | -10 | -21% | ? | -6 | -6%
O=C(CC(NC(=O)C(F)(F)F)c1ccccc1)Nc1nnc(CCc2ccccc2)s1 (stereo not drawn) | ? | -1.9 | -1% | -22% | -3 | -7% | -6 | -15 | -1%
O=C(OC1CC2CC1[C@H]1CCCCN1C2=O)N1CCC(c2ccccc2)CC1 (stereo partly drawn) | -14% | 0.3 | 5% | -28% | 0 | 6% | -3 | -1 | -3%
CN(C)/C=C(\C=O)c1onc(-c2ccccc2Cl)c1C#N | -10% | -0.3 | 1% | -16% | 2 | -3% | -6 | ? | 5%
CCC(CC)C(C(=O)NCc1ccccc1)N1CCN(c2cccc(C)c2C)CC1 (stereo not drawn) | 2% | 0.6 | . | 15% | 10 | -8% | 32 | 7 | -14%
CCOC(=O)C1CCCN(C(=O)COc2ccc(N(C)S(=O)(=O)c3ccc(F)cc3)cc2)C1 (stereo not drawn) | 0% | -0.5 | 3% | -29% | 5 | -4% | 2 | 3 | 2%
C=CCn1c(C)nnc1SCC(=O)Nc1nccs1 | -6% | -2.2 | -5% | 9% | 5 | 1% | -2 | 2 | 0%
Cc1ccccc1NC(=O)COc1coc(CN2CCCc3ccccc32)cc1=O | -4% | -3.4 | -9% | ? | 8 | -2% | 15 | -8 | -8%
CCOC(=O)CCCCCC(=O)Nc1ccc2c(c1)C(=O)N([C@@H](C)CO)C[C@H](C)[C@H](CN(C)S(=O)(=O)c1ccc(OC)cc1)OCCCC[C@H](C)O2 | -4% | -0.2 | 8% | -18% | 7 | 1% | -8 | -1 | ?
CC(=O)N(CC(=O)O)c1ccccc1C(=O)O | 0% | -0.5 | -18% | 6% | 3 | -2% | 8 | -2 | 7%
CCOc1cccc2sc(NC(=O)c3ccc(S(=O)(=O)N4CCCCC4)cc3)nc12 | . | . | -2% | -6% | 1 | . | . | . | -8%
CCOc1ccc2nc(N3CCCC(C(=O)NCCCN4C(C)CCCC4C)C3)sc2c1 (stereo not drawn) | -10% | -4.2 | 9% | ? | 1 | 4% | -8 | 4 | -27%
Cc1ccc2c(c1)c1c3n2CCN(C(=O)CN2CCN(C)CC2)C3CCC1 (stereo not drawn) | -3% | -1.0 | 8% | ? | 9 | 0% | ? | 4 | ?
Cn1c(SCC(=O)Nc2cccc(O)c2)nnc1-c1ccc(S(=O)(=O)N2CCOCC2)cc1 | -3% | -1.0 | 4% | -1% | 12 | -6% | 10 | . | 4%
CC(C)(C)c1ccc(C(=O)O)c(C(=O)c2ccccc2)c1 | -5% | 0.1 | 0% | -17% | 2 | -6% | 3 | 2 | -6%
Cc1ccccc1OCc1occc1C(=O)Nc1cccc(-n2cnnn2)c1 | -7% | -1.0 | 2% | ? | -19 | -1% | -3 | 3 | ?
Cc1nn(-c2ccccc2)c(Cl)c1C(=O)Nc1c(C)n(C)n(-c2ccccc2)c1=O | -7% | -0.7 | 0% | 2% | -21 | 5% | -14 | . | 8%
CC(=O)Nc1cccc(-c2csc(C(NC(C)=O)c3ccc(F)c(F)c3)n2)c1 (stereo not drawn) | 3% | 0.4 | -6% | 27% | 8 | 9% | 15 | 3 | -1%
O=C(NCc1ccncc1)c1ccc2nc(Cc3ccccc3F)oc2c1 | 2% | -4.3 | 8% | -8% | -7 | ? | -15 | 4 | 13%
C=CCN1C(=O)C2(NNc3ccccc3O2)c2ccccc21 (stereo not drawn) | 12% | -0.9 | 5% | ? | -8 | -28% | -25 | 15 | 18%
O=C(Nc1nnc([C@@H]2C[C@H](O)[C@@H](CO)O2)s1)Nc1ccccc1C(F)(F)F | -6% | -0.4 | -7% | -16% | -7 | 7%[57.1 µM] | -10 | 1 | 2%
Cc1ccc(S(=O)(=O)N2CCCC(C(=O)NCc3ccccc3F)C2)cc1 (stereo not drawn) | 0% | -3.3 | 15% | ? | 7 | 3% | 13 | -2 | 6%
Cc1cccc(C)c1NC(=O)CS(=O)CC(=O)NC1CCCc2ccccc21 (stereo not drawn) | -6% | -0.4 | -1% | 0% | -4 | 3% | 19 | . | 2%
CCO[C@H]1OC(C(=O)NC2CC2)=C[C@@H](c2ccc(C(F)(F)F)cc2)[C@@H]1CCCO | -10% | -0.4 | 3% | 1% | 18 | 7% | 0 | 0 | 5%
Cc1onc(-c2c(Cl)cccc2Cl)c1C(=O)Nc1ccc2c(c1)OCCO2 | -11% | 7.1 | -4% | ? | -4 | -3% | 19 | 0 | -19%
Cc1nc2cc(C(F)(F)F)ccc2n1CCNc1nc(-c2ccc([N+](=O)[O-])c(Cl)c2)cs1 | 5% | -0.6 | -6% | ? | 7 | -5% | 84 | -4 | 0%

Two entries from above in another layout.
Results follow in this order: PLK1 PBD block	IL-2 act	GLP1R ag	GLP1R inv ag	DRD3 agonist	WRN inhibitor	DRD3 antagonist	PI5P4Ka inh	GLP1R cytotox
Cc1occc1-c1nnc(SCC(=O)Nc2ccccc2-c2ccccc2)n1C
 : -7%	-3.1	0%	-9%	-4	-6%	-57*	-10	-6%
Cc1nn(-c2ccccc2)c(Cl)c1C(=O)Nc1c(C)n(C)n(-c2ccccc2)c1=O
 : -7%	-0.7	0%	2%	-21	5%	-14	.	8%
